tuberculosis growth: growth inhibition of non-replicating M. tuberculosis (AID 488890) | Mycobacterium tuberculosis non-replicating, growth inhibition; higher % means a stronger effect | one-dose inhibition, % at 25 µM; IC50 in µM for titrated hits | 0.39% of 320,000 active; in the data active means a potency from the dose series; inconclusive means inhibition mostly from about 82% at the one dose, without a potency; inactive means the rest, 99 in 100 with inhibition below about 76%;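 further: plate controls were DMSO cells for no effect and high antibiotic wells for full effect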
M. tuberculosis HTS: M. tuberculosis growth inhibition, HTS (AID 449762). M. tuberculosis H37Rv growth inhibition, 7H9 media; higher % means a stronger effect. inhibition, % at 25 µM; hits with a dose series show IC50 in µM. 0.59% of 330,000 active; in the data active means a potency from the dose series; inconclusive means inhibition above about 70% without an active follow-up result;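 further: bacterial growth assessed after seven days of incubation; strong numbers were not always called active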
H1N1 NS1A inhibition: H1N1 influenza NS1A inhibitors, functional cell based assay (AID 504329); NS1A functional cell-based assay, percent inhibition; higher % means a stronger effect; inhibition, % at 12.5 µM, or IC50 in µM where a hit was titrated; 0.3% of 340,000 active; in the data active means a potency from the dose series; inconclusive means inhibition above about 27% without an active follow-up result; further: strong numbers were not always called active
VEEV TC-83 Vero: inhibitors of VEEV TC-83 cytopathic effect, confirmation, Vero cells (AID 588727) | Vero cells, VEEV TC-83 cytopathic effect inhibition; higher % means a stronger effect | inhibition, % at 20 µM, or IC50 in µM where a hit was titrated | 0.13% of 350,000 active; in the data active means a potency from the dose series; inconclusive means inhibition mostly from about 14% at the one dose, without a potency; inactive means the rest, 99 in 100 with inhibition below about 12%; further: strong numbers were not always called active
PhoP GFP inhibition: PhoP regulon inhibitors, Salmonella typhi PhoP promoter GFP reporter, confirmatory (AID 1850). Salmonella Typhi PhoP-promoter GFP reporter, fluorescence, 4 h; higher % means a stronger effect. one-dose inhibition, % at 50 µM; IC50 in µM for titrated hits. 0.33% of 310,000 active; in the data active means a potency from the dose series; inconclusive means inhibition mostly from about 25% at the one dose, without a potency; inactive means the rest, 99 in 100 with inhibition below about 19%;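 further: 0% = induced wells with vehicle and 100% = uninduced wells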
VEEV TC-83 Vero 10K pilot screen: recorded beside VEEV TC-83 Vero, whose call it bears; inhibition, %; measured here: 10K pilot screen inhibition
* marks the source's active call; other numbers are inactive results; i = inactive; ? = inconclusive; / = not tested or not shown. Rows are unselected; overall some 1.6% were active at least once.

SMILES	tuberculosis growth	M. tuberculosis HTS	H1N1 NS1A inhibition	VEEV TC-83 Vero	PhoP GFP inhibition	others
COC(=O)c1ccc2c(=O)n(-c3ccccc3)c(=S)[nH]c2c1	-3%	-7%	2%	2.5%	8%
O=C(CSc1nnc(NC(=O)C2CC(=O)N(c3ccc(F)cc3)C2)s1)NC1CCCC1 (stereo not drawn)	22%	-20%	-1%	4.5%	2%
CCC(C)n1c(=N)c(C#N)cc2c(=O)n3ccccc3nc21 (stereo not drawn)	-2%	4%	-21%	1.1%	-24%
CC(C)C(=O)N1CCC(c2nc(-c3ccc(S(=O)(=O)N4CCCC4)cc3)no2)CC1	-3%	-9%	8%	0.6%	-4%
CCN(CC)c1ccc(NC(=O)COc2ccc(N(C)S(=O)(=O)c3cccs3)cc2)cc1	-8%	8%	8%	0.1%	-5%
CC(=O)c1cc(-c2ccccc2)n(CC(=O)N2CCN(C3CCCC3)CC2)c1C	0%	5%	6%	7.0%	-4%
CC(C)=CCC(C)(C)CNC(=O)NC1CCCCC1	16%	7%	-1%	0.1%	3%
N#Cc1ccccc1Sc1ccccc1C(=O)OCC(=O)N1CCN(C(=O)c2ccco2)CC1	-1%	0%	-14%	1.3%	-6%
Cc1sc2ncnc(SCC(=O)NC(=O)c3cccn3C)c2c1C	?	-1%	1%	0.2%	17%
CN1CCC(N(C)C(=O)c2ccccc2F)CC1	-3%	-9%	18%	i	-1%
CCN1CCN(Cc2c(O)ccc3c2O/C(=C\C=C\c2ccccc2OC)C3=O)CC1	?	16%	21%	7.5%	-97%
COc1ccc(CCNC(=O)c2oc3ccc(OC)cc3c2C)cc1	33%	2%	44%	7.7%	1%
CCOc1ccc(C(C)=O)cc1COc1ccc(-n2cnnn2)cc1	49%	7%	2%	2.2%	-4%
COC(=O)c1ccc(COC(=O)CNS(=O)(=O)c2ccc(C)cc2)cc1	45%	39%	2%	i	-3%
COc1ccccc1N1CCN(C(c2cccs2)C(C)NC(=O)c2cccs2)CC1 (stereo not drawn)	33%	-4%	-9%	5.5%	14%
CC(C)C(=O)Nc1cccc(COc2ccccc2CN(Cc2ccccc2)C(=O)OC(C)(C)C)c1	/	/	-9%	i	/
Cc1onc(-c2ccccc2)c1C(=O)Nc1ccc(-c2nnc3n2CCCCC3)cc1	41%	16%	8%	0.2%	-5%
CSc1n[nH]c(NCc2ccc(C)cc2)n1	3%	-7%	-3%	0.6%	-5%
CCOc1ccc(CCNC(=O)CN2C(=O)NC3(CCCc4ccccc43)C2=O)cc1OCC (stereo not drawn)	6%	3%	-11%	1.0%	0%
O=C(NC(c1ccccc1)c1ccccc1)c1ccc(Br)o1	-5%	-4%	-10%	7.0%	-3%
COCCN1CCN(c2cc(-c3ccccc3)nc3cc(-c4cccc(F)c4)nn23)CC1	61%	?	-11%	7.7%	2%
CC(=O)Nc1cccc(NC(=O)CSc2nnc(Cc3cccn3C)n2-c2ccc(F)cc2)c1	13%	1%	10%	3.0%	2%
CC1(C)C(C=C(Cl)Cl)C1C(=O)N1CCN(Cc2ccccc2)CC1 (stereo not drawn)	20%	5%	-1%	1.1%	-7%
CC(C)C(=O)Nc1c(C(=O)c2ccc(F)cc2)oc2ccccc12	-6%	-5%	29%	0.4%	-6%	VEEV TC-83 Vero 10K pilot screen=0.6
CC(C)Cn1c(SC(C)C(=O)NC2CC2)nnc1-c1ccccc1F (stereo not drawn)	60%	2%	-3%	i	/
(continued)
SMILES	tuberculosis growth	M. tuberculosis HTS	H1N1 NS1A inhibition	VEEV TC-83 Vero	PhoP GFP inhibition	others
CCN(CC)S(=O)(=O)c1ccc(C(=O)Nc2cc(S(=O)(=O)N3CCOCC3)ccc2O)cc1	1%	-5%	-8%	1.7%	/
O=C(Nn1c(-c2ccncc2)nc2ccccc2c1=O)c1ccccc1Br	-13%	-2%	1%	1.8%	3%
CCN(CC)S(=O)(=O)c1ccc(C(=O)NC2CN3CCC2CC3)cc1 (stereo not drawn)	-21%	-11%	-21%	i	4%
Cn1c(Cn2c(=O)sc3ccccc32)nnc1SCC(=O)N1CCOCC1	5%	8%	-6%	0.7%	-11%
C=CCn1c(SCCC(=O)O)nc2c1c(=O)n(C)c(=O)n2C	-3%	-18%	-11%	0.2%	13%
CCOC(=O)c1c(-c2cccs2)csc1NC(=O)CN1CCOCC1	3%	7%	-18%	6.4%	-2%
COc1ccc(S(=O)(=O)N2CCOC2CNC(=O)C(=O)NCC(C)C)cc1OC (stereo not drawn)	-4%	-5%	21%	0.5%	-6%
O=C(Nc1cccnc1)c1ccc2snnc2c1	8%	0%	8%	1.7%	2%
Cc1cccc(C(=O)N[C@H](C(=O)Nc2ccc3c(c2)OCO3)C(C)C)c1	18%	-7%	3%	4.4%	/
O=C(CCN1CCC(c2ccc(Cl)s2)=N1)c1ccc(Cl)s1	?	4%	/	i	-11%
CCc1cc(-c2n[nH]c(=S)n2-c2ccccc2C)cs1	-14%	-4%	-4%	1.1%	1%
CC(=O)Nc1sc2c(c1C(c1ccccc1Cl)N1CCN(CCO)CC1)CCCC2 (stereo not drawn)	54%	3%	0%	0.1%	-5%
CCC(C)NC(=S)Nc1ccc2nc(N3CCOCC3)cc(C)c2c1 (stereo not drawn)	32%	-4%	-30%	1.8%	1%
CCOc1ccc(-c2nnc(-c3cccnc3)o2)cc1OCC	10%	-7%	-5%	9.7%	-4%
BrCCc1ccccc1	-12%	3%	-22%	0.6%	/
COc1ccc(Oc2nc(SC)nc3ccccc23)cc1	6%	3%	-1%	3.2%	-8%
CCOC(=O)c1c(C)[nH]c(C)c1S(=O)(=O)NCC1CCN(Cc2ccccc2F)CC1	14%	-6%	-3%	0.5%	0%
COc1cc2[nH]c(=S)nc(Nc3ccc(NC(C)=O)cc3)c2cc1OC	-34%	7%	2%	1.2%	-3%	VEEV TC-83 Vero 10K pilot screen=1.0
CCOC(=O)c1c(NC(=O)c2cnn3c2NC(c2cccc(OC)c2)CC3C(F)(F)F)sc2c1CCCC2 (stereo not drawn)	-8%	4%	-7%	7.5%	2%
Cc1ccc(C(=O)N2CCOCC2)cc1[N+](=O)[O-]	3%	-8%	-6%	1.4%	-3%
COc1ccc(C(CNC(=O)c2cc(C)oc2C)N2CCOCC2)cc1 (stereo not drawn)	8%	4%	4%	0.4%	-10%
Cc1ccc(C)c(S(=O)(=O)Nc2ccc(C(N)=O)cc2)c1	-1%	-3%	-6%	2.3%	4%
O=C(Nc1cccc(C(=O)N2CCOCC2)c1)c1ccc([N+](=O)[O-])cc1	-4%	0%	-16%	1.4%	-13%
N#Cc1cn(CC(=O)N2CCCC2)c2ccccc12	61%	7%	12%	1.3%	7%
O=C(N/N=C/c1c[nH]c2ccccc12)c1ccn[nH]1	48%	6%	-1%	2.6%	10%

Two entries drawn at random from the list so far:
SMILES	tuberculosis growth	M. tuberculosis HTS	H1N1 NS1A inhibition	VEEV TC-83 Vero	PhoP GFP inhibition	others
CC1(C)C(C=C(Cl)Cl)C1C(=O)N1CCN(Cc2ccccc2)CC1 (stereo not drawn)	20%	5%	-1%	1.1%	-7%
COC(=O)c1ccc2c(=O)n(-c3ccccc3)c(=S)[nH]c2c1	-3%	-7%	2%	2.5%	8%

Of the compounds above, 2 contain a nitro group on carbon:
SMILES	tuberculosis growth	M. tuberculosis HTS	H1N1 NS1A inhibition	VEEV TC-83 Vero	PhoP GFP inhibition	others
Cc1ccc(C(=O)N2CCOCC2)cc1[N+](=O)[O-]	3%	-8%	-6%	1.4%	-3%
O=C(Nc1cccc(C(=O)N2CCOCC2)c1)c1ccc([N+](=O)[O-])cc1	-4%	0%	-16%	1.4%	-13%

The results go on:
SMILES	tuberculosis growth	M. tuberculosis HTS	H1N1 NS1A inhibition	VEEV TC-83 Vero	PhoP GFP inhibition	others
COc1ccc(S(=O)(=O)N(C)c2c(C)n(C)n(-c3ccccc3)c2=O)cc1OC	-6%	-4%	-6%	1.5%	3%
CCN(CC(=O)Nc1ccc(S(=O)(=O)N2CCOCC2)cc1)Cc1ccccc1	7%	14%	-11%	6.5%	4%
O=c1c(CN2CCN(c3cccc(Cl)c3)CC2)coc2c(Cl)cc(Cl)cc12	27%	1%	10%	i	-2%
O=C(O)C1C(=O)NCC1c1ccccc1 (stereo not drawn)	-10%	-3%	-21%	0.3%	7%
Cc1cc(C(F)F)nn1CC(=O)NC1CCCCCC1	-12%	-17%	15%	2.1%	-8%
Cc1ccc2nc(NC(=O)CCCC(=O)O)sc2c1	-4%	-3%	3%	i	2%
COc1ccc(C(=O)/C=C/c2ccc(OC(=O)c3cc(OC)c(OC)c(OC)c3)cc2)cc1	?	?	1%	4.4%	4%
COc1ccc(-c2sc(Nc3cccc4ccccc34)n[n+]2C)c(C)c1C	/	/	-6%	0.1%	/
COc1ccc(C(=O)c2c(C)oc3ccc(O)c(CN4CCOCC4)c23)cc1	11%	-7%	3%	i	8%
O=C1c2ccccc2C(=O)N1CCCCc1cn(C[C@H]2CC[C@H](Cn3cc(CCCCN4C(=O)c5ccccc5C4=O)nn3)O2)nn1	/	/	1%	i	/
O=C(N/N=C/c1ccccc1F)NC1CCCCC1	32%	-2%	-8%	0.3%	-7%
Cc1cccc(NC(=O)CN(C)C(=O)c2ccc(N3CCCCCC3)c([N+](=O)[O-])c2)c1C	41%	0%	9%	7.4%	/
CCOc1ccccc1NS(=O)(=O)c1cn(C)c(=O)n(C)c1=O	-1%	0%	/	/	14%
Cc1c(C)n(CC(O)CNCCO)c2ccccc12 (stereo not drawn)	9%	3%	6%	0.1%	-4%	VEEV TC-83 Vero 10K pilot screen=0.1
COC(=O)C1=NN(C(C)=O)C2(CC(=O)N(c3cccc(C)c3)C2=O)C1 (stereo not drawn)	-7%	-4%	7%	1.0%	-7%
C=CC[C@@H](CC(=O)N(CCO)Cc1ccccc1)C(=O)N[C@@H](COC(=O)[C@@H](CC=C)CC(=O)OC(C)(C)C)Cc1c[nH]c2ccccc12	28%	11%	1%	i	/

In the list so far, 7 have an NH in an aromatic ring.
SMILES	tuberculosis growth	M. tuberculosis HTS	H1N1 NS1A inhibition	VEEV TC-83 Vero	PhoP GFP inhibition	others
COC(=O)c1ccc2c(=O)n(-c3ccccc3)c(=S)[nH]c2c1	-3%	-7%	2%	2.5%	8%
CSc1n[nH]c(NCc2ccc(C)cc2)n1	3%	-7%	-3%	0.6%	-5%
CCc1cc(-c2n[nH]c(=S)n2-c2ccccc2C)cs1	-14%	-4%	-4%	1.1%	1%
CCOC(=O)c1c(C)[nH]c(C)c1S(=O)(=O)NCC1CCN(Cc2ccccc2F)CC1	14%	-6%	-3%	0.5%	0%
COc1cc2[nH]c(=S)nc(Nc3ccc(NC(C)=O)cc3)c2cc1OC	-34%	7%	2%	1.2%	-3%	VEEV TC-83 Vero 10K pilot screen=1.0
O=C(N/N=C/c1c[nH]c2ccccc12)c1ccn[nH]1	48%	6%	-1%	2.6%	10%
C=CC[C@@H](CC(=O)N(CCO)Cc1ccccc1)C(=O)N[C@@H](COC(=O)[C@@H](CC=C)CC(=O)OC(C)(C)C)Cc1c[nH]c2ccccc12	28%	11%	1%	i	/

Screening data (PubChem)
